# High-throughput results: PubChem BioAssay, Sanford-Burnham Center for Chemical Genomics
# SENP6 block = blocks the human protease SENP6 | Q9GZR1 | Recombinant SENP6 catalytic domain, aminoluciferin luminescence | inhibition, % at 10 µM | 1.8% of 330,000 active | AID 2599;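 active = inhibition above about 50% at the single tested dose, limit read from the data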;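 also: plate controls were DMSO wells with enzyme for no effect and DMSO wells lacking enzyme for full effect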
# Target sequence (Q9GZR1 628-1112 limits assumed): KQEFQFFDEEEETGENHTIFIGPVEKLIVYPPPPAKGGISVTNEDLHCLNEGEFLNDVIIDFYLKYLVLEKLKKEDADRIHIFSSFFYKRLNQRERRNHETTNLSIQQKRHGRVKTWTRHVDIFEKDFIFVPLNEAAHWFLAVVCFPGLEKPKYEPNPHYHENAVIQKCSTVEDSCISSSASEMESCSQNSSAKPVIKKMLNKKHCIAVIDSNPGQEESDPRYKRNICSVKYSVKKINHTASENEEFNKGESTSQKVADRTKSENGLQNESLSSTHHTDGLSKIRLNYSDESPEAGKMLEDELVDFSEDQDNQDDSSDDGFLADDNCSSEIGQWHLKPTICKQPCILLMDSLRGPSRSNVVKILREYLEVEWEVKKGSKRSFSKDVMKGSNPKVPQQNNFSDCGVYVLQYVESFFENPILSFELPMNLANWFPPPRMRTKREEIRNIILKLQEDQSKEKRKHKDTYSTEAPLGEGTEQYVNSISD
# PfG6PD inh = PfG6PD (Plasmodium falciparum) enzyme inhibition. 0.78% of 350,000 active. AID 504690. PfGluPho enzyme, NADPH resazurin-diaphorase fluorescence. inhibition, % at 20 µM;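 active = inhibition reaching at least a set limit at 20 µM in the primary screen, cut at about 59% in these data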;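 also: 0% = DMSO wells with substrate and 100% = DMSO wells lacking glucose-6-phosphate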
# SENP7 inh = inhibitors of human SENP7 protease; Q9BQF6; recombinant SENP7, Z-RLRGG-aminoluciferin luminescence, 40 min; AID 434973; 1.5% of 330,000 active; inhibition, % at 5 µM;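 active = inhibition above about 50% at the single test dose, limit read from the data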;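 also: plate controls were DMSO with enzyme for no effect and no enzyme buffer wells for full effect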
# Target sequence (Q9BQF6 706-1050 limits assumed): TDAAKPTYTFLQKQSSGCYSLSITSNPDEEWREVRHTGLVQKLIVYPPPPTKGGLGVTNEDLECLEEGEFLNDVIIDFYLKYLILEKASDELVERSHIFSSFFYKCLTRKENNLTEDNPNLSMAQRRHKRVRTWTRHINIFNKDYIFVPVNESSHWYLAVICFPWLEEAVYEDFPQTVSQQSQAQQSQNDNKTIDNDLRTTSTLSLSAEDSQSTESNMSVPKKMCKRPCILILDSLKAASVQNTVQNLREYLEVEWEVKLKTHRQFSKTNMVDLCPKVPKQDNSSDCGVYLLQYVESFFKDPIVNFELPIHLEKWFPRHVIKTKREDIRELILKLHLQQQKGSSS
# Apaf1 inhib = human Apaf-1 inhibition. O14727. reconstituted apoptosome caspase-3 activity, DEVD-Rh110 fluorescence. inhibition, % at 20 µM. 0.71% of 330,000 active. AID 489030; active = inhibition of at least 40% at 20 µM;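 also: plate controls were DMSO wells for no effect and DEVD-CHO caspase inhibitor wells for full effect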
#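 Material: reconstituted apoptosome with Apaf-1, cytochrome c, caspase-9, procaspase-3, dATP; medium: pH 7.5 Hepes buffer with CHAPS, BSA, DTT; also added: cytochrome c and DEVD-Rh110 substrate; timing: 30 min plus 50 min, RT; signal: Rh110 fluorescence intensity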
# HKDC1 inhibitor = blocks human hexokinase HKDC1 activity; 0.16% of 340,000 active; AID 493160; Q2TB90; recombinant HKDC1, G6PDH/diaphorase resazurin coupled fluorescence; inhibition, % at 20 µM;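 active = inhibition above about 35% when tested at 20 µM, limit read from the data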;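 also: plate controls were DMSO wells with enzyme for no effect and DMSO wells lacking enzyme for full effect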
#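 Incubation: 90 min at room temperature in dark / Material: recombinant HKDC1 (HK5) hexokinase enzyme, produced in-house / Quantity: enzyme 5 µg/mL final / Compound: one dose of 20 µM, 1% DMSO / Reagent: glucose and ATP substrates / Buffer or medium: Tris pH 8.0 buffer with MgCl2, Tween-20, BSA, BME / Technique: resorufin fluorescence at 613 nm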
# SENP8 block-1 = blocks human SENP8 cleavage of Nedd8 substrate | 0.64% of 360,000 active | inhibition, % at 20 µM | recombinant SENP8, Nedd8 substrate fluorescence | AID 602440; in the data active = inhibition mostly above about 40%, no sharp cut-off; inactive = mostly below about 27%
# Target sequence (Q96LD8 whole entry, looked up): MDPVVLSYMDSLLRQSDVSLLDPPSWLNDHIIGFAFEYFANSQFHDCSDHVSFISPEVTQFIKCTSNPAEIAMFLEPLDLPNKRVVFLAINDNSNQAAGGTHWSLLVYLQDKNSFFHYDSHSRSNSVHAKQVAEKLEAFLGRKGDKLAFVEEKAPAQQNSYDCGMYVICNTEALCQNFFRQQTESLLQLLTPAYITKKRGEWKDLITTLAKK
# SENP8 block-2 = SENP8 protease inhibition | purified SENP8, Z-RLRGG-aminoluciferin cleavage, luminescence | 1.2% of 330,000 active | inhibition, % at 10 µM | AID 2540; in the data active = inhibition above about 50%
# SENP1 inh = SENP1 (human) catalytic domain inhibition | Q9P0U3 | recombinant SENP1 catalytic domain, CyPet-SUMO1-YPet FRET cleavage | inhibition, % at 10 µM | 0.21% of 360,000 active | AID 624204;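 active = inhibition at least 30% at 10 µM, raw YFP signal under a set limit, fluorescence ratio 0.5 to 1.5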;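 also: 0% = enzyme with DMSO and 100% = no enzyme wells; some results filed as inactive read as strong as hits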
#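 Material: hSENP1 catalytic domain, recombinant; medium: Tris pH 8 with BME, BSA, NP40 and catalase; compound: single concentration of 10 µM compound, 0.5% DMSO final; technique: FRET read of cyan and yellow fluorescence; timing: 50 min enzyme reaction, room temperature, light-protected; reagent: SFCypet-SUMO1-SFYpet substrate at 25 nM; control set: no-enzyme low, enzyme-DMSO high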
# Starred values were filed as active, the others as inactive; / = no result given; & = joins results of further samples. This is a subset; rates above refer to the full screens.
# Fields – SENP6 block	PfG6PD inh	SENP7 inh	Apaf1 inhib	HKDC1 inhibitor	SENP8 block-1	SENP8 block-2	SENP1 inh
COc1cc(/C=C/[N+](=O)[O-])ccc1OC(=O)c1cccnc1
    12	44	-3	-6	1	5	8	0
COc1ccc(CNC(=O)CCC(=O)N2C[C@H]3C[C@H](C2)c2cccc(=O)n2C3)cc1OC
    -14	-2	-10	0	-5	29	-7	2
C[C@]12CCC3[C@@H](CCC4=CC(=O)CC[C@@]43C=O)C1CCC2=O (stereo partly specified)
    -1	-10	-3	-1	0	-1	3	-2
CCN1CCN(c2ccc([N+](=O)[O-])cc2C#N)CC1
    -20	-3	4	-10	-3	14	6	-2
COc1cccc(CN2CCNCC2)c1OC
    -13	-1	-1	-7	-7	0	-2	-1
CC(=NCCCO)c1c(O)[nH]c(=O)[nH]c1=O
    0	10	-6	-13	-1	17	1	2
CN1C2CCC1CC(OC(=O)c1cccc(O)c1)C2 (stereo unspecified)
    /	15	/	/	-10	38	/	-2
COc1ccc(CCNCc2ccc(F)cc2)cc1OC
    -3	3	0	-4	-2	25	6	-1
COc1ccccc1-n1c(Cc2ccccc2)nc2ccccc2c1=O
    -8	-6	-6	7	-10	9	3	3
O=c1c2ccccc2nc(-c2ccccc2)n1-c1cccc(O)c1
    -13	11	0	1	-7	0	-1	3
O=C1NCCN2CCCC12 (stereo unspecified)
    15	-21	3	-12	1	33	2	-1
Cc1cc(N=Nc2ccccc2C)ccc1N
    90*	2	86*	-7	0	55*	76*	2
CC(C)CCNC(=O)c1c(N)n(CC2CCCO2)c2nc3ccccc3nc12 (stereo unspecified)
    82*	33	74*	91*	7	-258	79*	-19
COC(=O)c1ccc(N2CCN(C)CC2)c([N+](=O)[O-])c1
    -17	-7	7	2	-10	14	1	1
Cc1cccc(OP(=O)(NCc2ccccc2)Oc2cccc(C)c2)c1
    3	23	8	7	1	7	8	4
Cc1cc(N2CCOCC2)ccc1/C=C1\C(=O)NC(=O)N(c2ccccc2)C1=O
    -16	3	-4	-7	0	1	-5	-11
CCOc1cc2c(cc1OCC)-n1cccc1C(c1ccc(C(C)C)cc1)NC2 (stereo unspecified)
    5	21	-4	16	4	22	-1	3
O=P(/C(=N/O)N1CCOCC1)(N1CCOCC1)N1CCOCC1
    -48	-4	3	1	0	4	-8	0
CCCNS(=O)(=O)c1ccc(OCC(=O)N2CCN(Cc3ccc4c(c3)OCO4)CC2)c(C)c1
    -4	5	-6	19	-10	14	-8	0
CC(=O)OC1C2CCCC1C(N1CCCC1)CC2 (stereo unspecified)
    12&7	-4&-4	5&-9	-8&-2	-1&-4	18&20	-1&-3	3&2

# Fields – SENP6 block	PfG6PD inh	SENP7 inh	Apaf1 inhib	HKDC1 inhibitor	SENP8 block-1	SENP8 block-2	SENP1 inh
COc1cccc(Oc2coc3cc(OC(=O)N(C)C)ccc3c2=O)c1
    2	8	0	-1	0	7	-1	3
CC(=O)c1ccc(NC(=O)N2C[C@H]3C[C@@H](C2)c2cccc(=O)n2C3)cc1
    5	-11	-9	-2	4	24	7	1
CCC(C)N1C(=O)/C(=C\c2cc3c4c(c2)CCCN4CCC3)C(=O)NC1=S (stereo unspecified)
    13	24	6	-2	2	-95	0	-26
COc1ccc(CCNCc2ccncc2)cc1
    -20	-13	-9	6	-12	5	-14	-1
C=CCn1c(O)c(C(C)=NCc2cc(OC)cc(OC)c2)c(=O)[nH]c1=O
    -4	11	-7	-6	-3	25	2	1
CN(CC#CCN1CCCC1)C(=O)c1cccc(Cl)c1
    -2	1	9	-1	-6	10	1	-2
COc1cc(C2c3cc4c(c(O)c3CC3COC(=O)C32)OCO4)cc(OC)c1OC (stereo unspecified)
    /	21	/	/	-2	6	/	2
Cc1ccc(C)c(C2(O)CC(C)N(C)CC2C)c1 (stereo unspecified)
    -17	2	-6	-5	-10	22	-6	0
c1ccc2c(N3CCNCC3)nsc2c1
    10	9	6	-13	-3	-21	3	2
CCC(=NCc1cccnc1)c1c(O)n(-c2ccc(C)cc2)c(=O)[nH]c1=O
    -21	6	8	-11	-2	6	-3	-7
CCOC(=O)C1(CCOc2ccccc2)CCN(Cc2cccc(O)c2)CC1
    14	18	-4	-12	-3	15	10	-1
CCOc1ccccc1CN1C2CCC1CC(c1ccc(C)cc1)C2 (stereo unspecified)
    -5	-13	0	9	1	10	14	-1
CCn1cc(C(=O)c2cccs2)c2ccccc21
    -3	-2	-4	1	-10	3	-5	1
COc1ccc(C2(c3cccc(O)c3OC)CCN(C(C)=O)CC2)cc1O
    -10	1	1	-3	-3	21	-1	3
O=C1NC(c2cccnc2)Nc2sc3c(c21)CCCC3 (stereo unspecified)
    -13	40	-5	10	7	-304	-7	-5
CC(=O)N1CCCSC1=Nc1ccccc1
    -3	4	8	-10	-6	12	4	1
C[N+](C)(C)CC1CCCC1=O (stereo unspecified)
    /	10	/	/	-4	11	/	1
O=C(COc1ccc(Cl)cc1)N(c1ccccc1Cl)C1CN2CCC1CC2 (stereo unspecified)
    4	-10	6	12	-4	12	3	-1
C=CCN1CC[C@]23c4c5ccc(O)c4OC2C(O)C=CC3[C@H]1C5 (stereo partly specified)
    10	21	11	-4	-6	5	4	0
CCCCn1c(O)c(/C(C)=N/NC(=O)Nc2ccccc2)c(=O)[nH]c1=O
    -12	-4	-8	-23	0	18	-2	1

# Fields – SENP6 block	PfG6PD inh	SENP7 inh	Apaf1 inhib	HKDC1 inhibitor	SENP8 block-1	SENP8 block-2	SENP1 inh
Cc1[nH]c2ccccc2c1C(=O)C(=O)N1CCC2(CC1)OCCO2
    13	6	-2	-25	-6	20	11	0
CC1CN(c2ccc([N+](=O)[O-])cc2Cl)CCN1 (stereo unspecified)
    10	57	2	-12	-9	32*	-6	3
C=CCN1C(=O)/C(=C/c2cc(C)n(-c3cccnc3)c2C)C(=O)NC1=S
    /	15	/	/	0	-4	/	-21
C=C1C(=O)O[C@H]2[C@H]1[C@H](OC(=O)CC(=O)O[C@@H]1C[C@@H](C)[C@@H]3C=CC(=O)[C@@]3(C)[C@H]3OC(=O)C(=C)[C@H]13)C[C@@H](C)[C@H]1C=CC(=O)[C@]12C
    -11	28	4	-3	-1	21	-5	-2
CN(C)C(CNC(=O)Cc1c(Cl)cccc1Cl)c1ccccc1 (stereo unspecified)
    -5	-9	-4	7	-4	-386	-9	3
CCN(CC)CCCC(C)N=C(c1ccccc1)c1c(O)n(C)c(=O)n(C)c1=O (stereo unspecified)
    0	-8	-3	-5	-6	16	0	-1
COc1ccc(C2N3CC(C)(C)CN23)cc1 (stereo unspecified)
    -9	/	0	-10	/	/	-5	/
COC(=O)C1=C(c2cccc(OCc3ccccc3)c2)C[C@@H]2CC[C@H]1N2C(=O)NCc1ccccc1
    -10	10	-1	19	7	5	1	0
CC(Cc1ccccc1)/[N+]([O-])=C\c1ccc(C(F)(F)F)cc1 (stereo unspecified)
    5	-4	8	10	-2	23	1	2
Cc1cccc(NC(=O)C(C)N2CC=C(c3ccccc3)CC2)c1 (stereo unspecified)
    8	-3	13	-7	3	20	7	-1
Cc1ccsc1C(=O)C1CCCN(CCO)C1 (stereo unspecified)
    -7	-14	-4	-4	1	9	2	3
NC(Cc1ccccc1)c1nn[nH]n1 (stereo unspecified)
    /	2	/	/	-5	15	/	1
COc1ccccc1OCC(=O)N1CCCC(N2CCN(c3ccc(F)cc3)CC2)C1 (stereo unspecified)
    8	-2	6	-3	-5	-7	3	0
CCCCn1c(O)c(C(CC)=NCCN2CCOCC2)c(=O)[nH]c1=O
    11	-7	-8	-10	-6	7	3	0
COc1cc(/C=C2\C(=O)NC(=O)N(c3ccccc3)C2=O)cc(OC)c1O
    -9	15	-14	-15	7	-1	-5	-52
O=c1[nH]c(=O)n(Cc2ccccc2Cl)c(O)c1C=Nc1ccc(F)cc1
    7	-24	-1	-11	-5	-81	-11	-14
O=C(c1ccc(Cl)cc1)N1CCC2(CC1)OCCO2
    -6	1	-16	-2	-4	14	6	0
Cc1ccccc1N1C(=O)NC(=O)/C(=C/c2ccc(N3CCOCC3)o2)C1=O
    -19	-17	3	3	6	-69	3	-6
CCN(CC)C(=O)c1ccc(NC(=O)COc2ccc(-c3nn(C)c(=O)c4ccccc34)cc2)cc1
    -22	-18	-10	17	6	0	-9	4
CCCCn1c(C)c(C(=O)O)c2cc(OC)c3ccccc3c21
    -16	5	0	16	6	-123	1	3

# Fields – SENP6 block	PfG6PD inh	SENP7 inh	Apaf1 inhib	HKDC1 inhibitor	SENP8 block-1	SENP8 block-2	SENP1 inh
COc1ccc(CCNCc2ccc(SC)cc2)cc1
    -13	3	-2	-6	-7	/	0	/
Cc1cc(=O)oc2cc(OCC(=O)N3C[C@H]4C[C@@H](C3)c3cccc(=O)n3C4)ccc12
    -9	7	14	6	-2	0	-17	1
O=C(N/N=C/c1c(O)n(Cc2ccc(F)cc2)c(=O)[nH]c1=O)c1ccccc1
    -10	-21	5	5	-6	-181	-9	-15
CC12Cc3cn[nH]c3C=C1CCC1C2CCC2(C)C1CCC2(C)O (stereo unspecified)
    /	-4	/	/	2	23	/	1
NS(=O)(=O)c1ccc(-c2ccc(C=C3C(=O)NC(=O)NC3=O)o2)cc1
    -14	78*	-1	-2	2	-92	0	1
CCOC(=O)C1(Cc2ccc(Cl)cc2)CCN(C(C)CCn2cccn2)CC1 (stereo unspecified)
    2	14	11	2	-4	4	6	-1
CN1C(=O)NC(=O)/C(=C/c2ccc([N+](=O)[O-])o2)C1=O
    1	42	-1	-1	9	/	3	/
CCN(CC)C(=O)c1ccc(NC(=S)NC(=O)CCc2ccccc2)cc1
    -15	12	-5	21	-3	0	-2	0
NS(=O)(=O)c1ccc(-c2ccc(C=C3C(=O)NC(=S)NC3=O)o2)cc1
    15	/	2	6	/	/	5	/
CNC(=O)Oc1ccc(C(=O)N2c3ccccc3NC(=O)C2C)cc1 (stereo unspecified)
    -9	-16	5	1	6	11	-3	2
COc1cccc(C(=O)C2CCCN(Cc3ccc4nsnc4c3)C2)c1 (stereo unspecified)
    -31	10	-5	12	1	6	-11	3
C[C@H]1[C@@H](OS(=O)(=O)O)C[C@@H]2C[C@H]([C@@H](O)c3cc(=O)[nH]c(=O)[nH]3)NC3=NC[C@H]1N32
    /	-19	/	/	2	-47	/	-1
C=CCn1c(O)c(/C(CC)=N/NC(=S)Nc2ccccc2)c(=O)[nH]c1=O
    -27	4	-4	-13	-8	-4	-1	0
C[C@H]1CCC/C=C/[C@@H]2C[C@H](O)C[C@H]2[C@H](O)/C=C/C(=O)O1
    11&6	14&-3	2&3	8&-4	-6&-3	10&5	-6&1	0&1
